# LYP phosphatase = inhibitors of LYP phosphatase, biochemical, fluorescence intensity, uHTS (AID 1779) | 0.054% of 290,000 active | recombinant LYP phosphatase, fluorescence intensity; higher % means a stronger effect | Tyrosine-protein phosphatase non-receptor type 22 (Homo sapiens) | one-dose inhibition, % at 11.5 µM; IC50 in µM for titrated hits;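 also: plate controls were vehicle with enzyme for no effect and no enzyme for full effect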
# KOR beta-arrestin-1 = KOR antagonists, beta-arrestin recruitment, cell-based, luminescence, uHTS (AID 1778); 0.091% of 290,000 active; Kappa-type opioid receptor (Homo sapiens); inhibition, % at 10 µM, or IC50 in µM where a hit was titrated; KOR beta-arrestin recruitment, luminescence, antagonist mode; higher % means a stronger effect; also: strong numbers were not always called active
# XIAP displacement = XIAP antagonists, biochemical, IAP family, fluorescence polarization (AID 1018) | E3 ubiquitin-protein ligase XIAP (Homo sapiens) | XIAP BIR domain, fluorescence polarization peptide displacement; higher % means a stronger effect | one-dose displacement, % at 20 µM; IC50 in µM for titrated hits | 0.007% of 200,000 active; in the data active = displacement above about 50%; also: a part of the inactive calls stands beside numbers as strong as those of hits
# KOR beta-arrestin-2 = KOR agonists, beta-arrestin recruitment, primary screen, cell-based, luminescence, uHTS (AID 1777); KOR beta-arrestin recruitment, luminescence; higher % means a stronger effect; activation, % at 10 µM; hits with a dose series show EC50 in µM; 0.02% of 280,000 active; in the data active = activation above about 50%, passing the limit was not always enough; also: a part of the inactive calls stands beside numbers as strong as those of hits
# HEK293 NOD2/NF-kB = NOD2 signaling inhibitors, cell-based, luminescence, uHTS, HEK293 (AID 1566) | HEK293 NOD2/NF-kB luciferase reporter, luminescence; higher % means a stronger effect | 0.63% of 290,000 active | one-dose inhibition, % at 4 µM; EC50 in µM for titrated hits; also: many of its hits are not listed in these tables
# human PMI inhibition = inhibitors of human PMI, primary screen, biochemical, fluorescence intensity, coupled assay (AID 1209) | one-dose inhibition, % at 20 µM; IC50 in µM for titrated hits | purified PMI enzyme, coupled fluorescence intensity; higher % means a stronger effect | 0.42% of 190,000 active;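 also: plate controls were DMSO vehicle for no effect and wells lacking substrate for full effect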
# TNAP activation fold = human TNAP enzyme activators, primary screen, biochemical, luminescent, no phosphate acceptor, uHTS (AID 1001); Alkaline phosphatase, tissue-nonspecific isozyme (Homo sapiens); purified TNAP, luminescent activation assay, no phosphate acceptor; higher activation fold means a stronger effect; activation fold at 20 µM; hits with a dose series show EC50 in µM; 0.03% of 200,000 active; in the data active = activation fold from about 3, or a potency from the dose series; inactive = the rest, 99 in 100 with activation fold below about 1.6; also: many of its hits are not listed in these tables
# human PMI inhibitors = human PMI inhibitors, high substrate, primary screen, biochemical, fluorescence intensity, high mannose 6-phosphate (AID 1220); one-dose inhibition, % at 20 µM; IC50 in µM for titrated hits; 0.66% of 190,000 active; Mannose-6-phosphate isomerase (Homo sapiens); recombinant PMI enzyme, coupled fluorescence intensity; higher % means a stronger effect
# NOD1 NF-kB reporter = NOD1 signaling inhibitors, primary screen, cell-based, luminescence, uHTS (AID 1578). NOD1-driven NF-kB luciferase reporter cells, luminescence; higher % means a stronger effect. one-dose inhibition, % at 4 µM; EC50 in µM for titrated hits. 1% of 290,000 active; in the data active = inhibition mostly above about 36%, no sharp cut-off; inactive = mostly below about 34%;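 also: HEK-293T reporter cells stimulated with the NOD1 agonist gamma-tri-DAP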
# The depositor's hits bear a star; x = no result given; [ ] = another dose, or the depositor's remark. Rule as the data show it, unless noted: active = inhibition above about 50%; inactive = the rest.
SMILES,LYP phosphatase,KOR beta-arrestin-1,XIAP displacement,KOR beta-arrestin-2,HEK293 NOD2/NF-kB,human PMI inhibition,TNAP activation fold,human PMI inhibitors,NOD1 NF-kB reporter
CCOC(=O)c1ccc2c(c1)NCc1cccc(OC)c1O2,0%,17%,x,-3.2%,-86%,x,x,x,-8%
O=C(CSc1ccccn1)c1ccc(F)cc1,-3%,-10%,-8.1%,-6.1%,8%,-26%,1.1,-23%,-43%
Cc1ccc(/C=N/NC(=O)Cn2nc(C)c([N+](=O)[O-])c2C)o1,0%,25%,x,-3.6%,4%,x,x,x,-4%
NCCOc1ccccc1OCCN,-6%,-3%,-8.7%,0.5%,-12%,-1%,1.1,6%,-35%
COc1cc(CN2CCCC(C(=O)c3ccccc3SC)C2)cc(OC)c1 (stereo not given),-4%,-20%[20 µM],-5.8%,x,-6%,1%,1.1,2%,-32%
COC(=O)Cc1ccc(NC(=S)NCc2ccc(OC)cc2)cc1,1%,-8%,-6.7%,-7.4%,-25%,-2%,1.1,-4%,-8%
CC(=O)Nc1ccc(NC(=O)c2ccc(N(C)S(=O)(=O)c3ccc(C)cc3)cc2)cc1,-10%,31%,x,-2.9%,9%,x,x,x,-15%
CC(=O)CCc1c(C)[nH]c2ccccc2c1=O,-10%,3%,-2.1%,-1.3%,2%,8%,1.1,5%,-9%
c1ccc(CCNC2=NCCCS2)cc1,-6%,18%,-1.5%,0.8%,8%,-11%,1.1,-11%,26%
C[C@H](NC(=O)OC(C)(C)C)c1nnc(SCC(=O)Nc2cccc(Cl)c2)o1,-3%,-35%,x,0.1%,11%,x,x,x,-20%
COc1ccc(C(=O)Nc2ccc(NC(=O)c3ccccc3OC)nc2)cc1,-6%,-40%,x,1.4%,27%,x,x,x,-14%
O=C(c1cccc(-n2cccc2)c1)N1CCN(S(=O)(=O)c2c(F)cccc2F)CC1,-9%,25%,x,-6.0%,-4%,x,x,x,-39%
CN(CCc1ccccn1)C(=S)Nc1ccc(Cl)cc1Cl,-8%,38%,-4.2%,-3.1%,5%,-1%,1.1,-2%,-48%
COc1ccc(OCCSc2nnc(-c3ccc(OC)cc3)n2N)cc1,-6%,37%,-1.5%,-6.1%,-4%,2%,1.1,-2%,12%
CC(C)(C)OC(=O)N1CCC[C@H]1c1nnc(SCc2ccccc2F)o1,-6%,20%,-0.2%,0.6%,-9%,11%,1.1,0%,-22%
Cn1c(SCC(=O)Nc2ccc(NC(=O)c3cccc(F)c3)cc2)nnc1-c1ccncc1,-7%,12%,x,-2.6%,10%,x,x,x,-8%
Cc1ccnc(NC(=O)C2CCN(S(=O)(=O)c3ccc4c(c3)CC(C)N4C(=O)C3CCC3)CC2)c1 (stereo not given),-4%,-21%,x,-5.0%,25%,x,x,x,-11%
CCN(c1ccccc1)S(=O)(=O)c1cc(NC(=O)COC(=O)C2CC2)ccc1Cl,-1%,-22%,-6.9%,2.9%,-1%,4%,1.1,3%,-33%
CN1CCN(CCOc2cccc(Cl)c2)CC1,-12%,-7%,-4.4%,-3.2%,28%,0%,1.1,-10%,24%
CC1=CC(C)(C)N2C(=O)C3(C(C#N)=C(N)Oc4cc(C)oc(=O)c43)c3cccc1c32 (stereo not given),1%,26%,-3.5%,-0.2%,0%,2%,1.1,-5%,-1%
CN(C)/C=C(/C(=O)c1ccccc1)S(=O)(=O)c1ccc(Cl)cc1,-6%,-50%[20 µM],-18%,-1.9%,3%,-18%,1.1,-13%,-24%
CCc1ccc(S(=O)(=O)NC(=S)NC2CCCCC2)cc1,4%,12%,-5.0%,-6.4%,11%,16%,0.7,3%,-37%
CCCC(=O)Nc1cc(C(=O)O)ccc1Sc1ccc(C)cc1,-7%,-8%,-11%,12%,9%,3%,1.1,6%,-26%
CCCOc1c(Cl)cc(/C=N/O)cc1OCC,-10%,6%,-7.1%,1.1%,-1%,12%,1.1,12%,40%
Cc1ccc(/C=C2/SC(=S)N(C3CCCCC3)C2=O)o1,-5%,3%,x,-4.5%,6%,x,x,x,-6%
COc1ccc(N2CCN(Cc3nc4c(c(=O)[nH]c(=O)n4C)n3CCCc3ccccc3)CC2)cc1,0%,-12%,-3.8%,0.3%,3%,5%,1,10%,8%
CCC(C)NC(=O)c1cc2c(=O)[nH]c3ccc(C)cc3c2s1 (stereo not given),-12%,12%,x,-1.1%,-6%,x,x,x,-20%
COc1cc(NC(=S)N2CCN(C/C=C/c3ccccc3)CC2)cc(OC)c1,-3%,-14%,-16%,0.9%,10%,16%,0.9,11%,-12%
COc1ccc(-n2c3c(c(=O)[nH]c2=O)C(NC(=O)c2ccncc2)(C(F)(F)F)C(=O)N3)cc1 (stereo not given),-10%,16%,-7.6%,-4.8%,15%,-20%,1.1,-16%,-14%
Cc1cccc(CSc2nnc(-c3ccccn3)n2N)c1,1%,4%,-2.8%,0.0%,-12%,-2%,1,4%,-46%
Cc1cccc2c(SCC(N)=O)nc(-c3ccccc3)nc12,-7%,-62%[20 µM],x,1.7%,12%,x,x,x,13%
Nc1nnc(SCC(=O)NC2CCCc3ccccc32)s1 (stereo not given),-9%,-1%,x,2.3%,3%,x,x,x,-8%
CCC(C)NC(=O)C1CCC(CNS(=O)(=O)c2ccc3c(c2)CC(C)N3C(C)=O)CC1 (stereo not given),-8%,12%,x,0.0%,9%,x,x,x,-6%
CCC1(CC)Cc2ccccc2-c2nc(CN3CCOCC3)[nH]c(=O)c21,-2%,-10%,-2.0%,-1.6%,2%,5%,1,4%,6%
O=C(Nc1cccc2c1C(=O)NC2=O)c1cccc(N2C(=O)CCC2=O)c1,-7%,30%,-3.7%,-2.1%,13%,3%,1,2%,-25%
Cc1cccc2cc(C#N)c(SCC(=O)Nc3ccccc3N3CCOCC3)nc12,-1%,-1%,-2.5%,-6.2%,3%,-34%,1.1,-27%,12%
CCc1ccc2[nH]c(=O)c(CN(CCN(C)C)C(=O)Nc3ccccc3)cc2c1,-9%,-1%,-1.1%,4.6%,13%,0%,1.1,38%,-16%
CCN1CCN(C(=O)CN(CC)S(=O)(=O)c2ccc(F)cc2)CC1,-11%,18%,x,-1.1%,2%,x,x,x,-14%
Cc1cc(C2(c3ccc(O)c(C)c3)OC(=O)c3ccccc32)ccc1O,-4%,-1%,-3.4%,-1.5%,18%,15%,0.7,26%,13%
CCCN1C(=O)/C(=c2\sc3nc(=O)c(Cc4ccc(C)cc4)nn3c2=O)c2ccccc21,0%,-111%[20 µM],-2.0%,-0.2%,0%,38%,1,18%,-35%
Cc1noc(C)c1S(=O)(=O)Nc1cccc(CO)c1,-10%,9%,x,0.0%,-6%,x,x,x,-38%
Cc1ccc(Nc2nc(-c3ccncc3)cs2)cc1,-9%,-14%,-2.7%,-2.0%,-127%,0%,1.1,2%,-36%
CC(C)c1ccc2c(c1)CCC1C(C)(CN)CCCC21C (stereo not given),-3%,5%,x,12%,-7%,x,x,x,-8%
COc1ccc(N(C)C(=O)c2cn(C)c(=O)c3cc(OC)c(OC)cc23)cc1,-6%,11%,x,-0.5%,7%,x,x,x,-15%
CC(=NCCCn1ccnc1)c1c(-c2ccccc2)[nH]n(-c2nc3ccccc3s2)c1=O,2%,14%,-3.1%,-8.1%,11%,2%,1.1,-2%,20%
CCOCCCNC(=S)N1CCCC(c2nc3ccc(C)cc3[nH]2)C1 (stereo not given),-8%,-41%[20 µM],-5.0%,x,2%,-6%,1.1,5%,-18%
Cc1cc(C)n(CC(=O)NC2CCCc3c2cnn3-c2ccccc2F)n1 (stereo not given),2%,-2%,x,-0.8%,2%,x,x,x,-30%
COC(=O)Cn1cc(S(=O)(=O)NCc2ccc(C)cc2)c2cc([N+](=O)[O-])ccc21,-6%,5%,x,-0.1%,14%,x,x,x,5%
COc1ccc(Nc2nc(N)c([N+](=O)[O-])c(NCc3ccccc3)n2)cc1,0%,-1%,x,-3.0%,-22%,x,x,x,-6%
C1CCN=C(Nc2nc3c(s2)CCCC3)CC1,-4%,13%,-4.0%,-1.3%,-22%,12%,0.9,15%,-27%
COc1cccc(OCc2ccc(Cl)cc2)c1C#N,-4%,11%,x,4.1%,-209%,x,x,x,-11%
OCCN1CCN(c2cc(C(F)(F)F)nc3ccccc23)CC1,-9%,8%,x,4.4%,2%,x,x,x,-7%
Cc1ccccc1NC(=O)CCCn1nc(C)c2c(C)n(-c3ccccc3)nc2c1=O,-11%,-15%,x,-1.0%,15%,x,x,x,-7%
CN(Cc1ccccc1)c1nc2c(c(=O)[nH]c(=O)n2C)n1C,-6%,34%,-13%,2.0%,25%,4%,1.1,1%,-11%
COc1ccc2c(c1)CCc1c(C(=O)N3CCOCC3)noc1-2,7%,-26%,-3.0%,-1.3%,-54%,10%,1.1,10%,-33%
Cc1ccc(NC(=O)COC(=O)CCc2nc3ccccc3n2-c2ccccc2)c(C)c1,1%,-24%,-7.4%,6.5%,9%,17%,1.1,8%,-22%
CCC(C(=O)NC1CCCC1)N(C(=O)Cn1nnc(-c2ccc(C)o2)n1)c1ccc(OC)c(OC)c1 (stereo not given),-1%,17%,x,-3.6%,10%,x,x,x,-29%
CCc1ccccc1N(C(=O)c1cccs1)C1C=CS(=O)(=O)C1 (stereo not given),-10%,8%,-1.7%,14%,1%,2%,1.1,2%,13%
CCOc1ccccc1/C=C/C(=O)NCC(=O)N1CCC(N(C)C2CCCCC2C)CC1 (stereo not given),-10%,-53%,x,2.7%,10%,x,x,x,9%
O=C(CCN1CCN(CCO)CC1)Nc1ccc(OCc2ccccc2)cc1,-6%,-46%,-7.3%,1.9%,-5%,-4%,1,-6%,-27%
Cc1ccc(NC(=S)NNC(=S)Nc2ccc(C)cc2C)cc1,0%,-218%[20 µM],-1.8%,-6.5%,-28%,19%,1.5,11%,-1%

# Compound profiles (already shown). Screens in order: LYP phosphatase, KOR beta-arrestin-1, XIAP displacement, KOR beta-arrestin-2, HEK293 NOD2/NF-kB, human PMI inhibition, TNAP activation fold, human PMI inhibitors, NOD1 NF-kB reporter
# Profile of CCc1ccccc1N(C(=O)c1cccs1)C1C=CS(=O)(=O)C1 (stereo not given) : -10%, 8%, -1.7%, 14%, 1%, 2%, 1.1, 2%, 13%
# Profile of CC(C)c1ccc2c(c1)CCC1C(C)(CN)CCCC21C (stereo not given) : -3%, 5%, x, 12%, -7%, x, x, x, -8%
# Profile of COc1ccc(N(C)C(=O)c2cn(C)c(=O)c3cc(OC)c(OC)cc23)cc1 : -6%, 11%, x, -0.5%, 7%, x, x, x, -15%
# Profile of CN(Cc1ccccc1)c1nc2c(c(=O)[nH]c(=O)n2C)n1C : -6%, 34%, -13%, 2.0%, 25%, 4%, 1.1, 1%, -11%
# Profile of Cc1ccccc1NC(=O)CCCn1nc(C)c2c(C)n(-c3ccccc3)nc2c1=O : -11%, -15%, x, -1.0%, 15%, x, x, x, -7%

# Only part of the results is shown, so the mix of outcomes need not match the whole.
